Screening results (PubChem BioAssay)
UBC9 SUMO inh: blocks human SUMOylation mediated by UBC9 | inhibition, % at 35 µM | AID 2006 | HTRF SUMOylation assay, SAE1/SAE2 + UBC9, in vitro | P63279 | hit rate 0.36% among 290,000; in the data active = inhibition above about 50%, passing the limit was not always enough; note: strong numbers were not always called active
VIM-2 inhibitor: inhibitors of Pseudomonas aeruginosa VIM-2 metallo-beta-lactamase. inhibition, % at 5.6 µM. purified VIM-2, nitrocefin hydrolysis, epi-absorbance fluorescence. hit rate 0.89% among 290,000;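 active = inhibition above the mean of all tested compounds plus 3 SD, cutoff set per screening run, cut at about 7.5% in these data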;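 note: red hydrolysis product quenches plate fluorescence so inhibitors raise well fluorescence; 0% = enzyme with DMSO and 100% = DMSO without enzyme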
NS3 helicase inh: HCV NS3 helicase inhibition; NS3 helicase DNA unwinding, Cy5 molecular beacon fluorescence; inhibition, % at 10.9 µM; hit rate 0.56% among 290,000;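 active = inhibition above the mean of all tested compounds plus 3 SD, set per campaign, cut at about 35% in these data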;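 note: 0% = DMSO wells and 100% = thioflavine S control wells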
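Material: hepatitis C virus NS3 helicase domain fragment enzyme; measured by: Cy5 fluorescence, 0 and 60 min reads; control set: DMSO and thioflavine S; incubation: 60 min unwinding reaction at 25 °C after ATP addition; read-out basis: % inhibition from 60/0 min fluorescence ratio, DMSO 0%, thioflavine S 100%; repeats: singlicate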
FID counter: counter-screen for HCV NS3 helicase inhibitors: DNA intercalator displacement | DNA fluorescent intercalator displacement, fluorescence | inhibition, % at 7.9 µM | hit rate 0.17% among 290,000 | AID 1845; in the data active = inhibition above about 37%;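 note: 0% = vehicle and 100% = reference compound; higher means more ethidium bromide displaced from hairpin DNA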
IDE cell activ: boosts human insulin-degrading enzyme activity in HEK cells | P14735 | FAbeta-B cleavage, fluorescence polarization; 0% vehicle, 100% cell-free pure enzyme wells | activation, % at 5.96 µM | hit rate 0.073% among 340,000;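 active = activation above the mean of all tested compounds plus 3 SD, set per screening campaign, cut at about 17% in these data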
Target sequence (P14735 whole entry, looked up): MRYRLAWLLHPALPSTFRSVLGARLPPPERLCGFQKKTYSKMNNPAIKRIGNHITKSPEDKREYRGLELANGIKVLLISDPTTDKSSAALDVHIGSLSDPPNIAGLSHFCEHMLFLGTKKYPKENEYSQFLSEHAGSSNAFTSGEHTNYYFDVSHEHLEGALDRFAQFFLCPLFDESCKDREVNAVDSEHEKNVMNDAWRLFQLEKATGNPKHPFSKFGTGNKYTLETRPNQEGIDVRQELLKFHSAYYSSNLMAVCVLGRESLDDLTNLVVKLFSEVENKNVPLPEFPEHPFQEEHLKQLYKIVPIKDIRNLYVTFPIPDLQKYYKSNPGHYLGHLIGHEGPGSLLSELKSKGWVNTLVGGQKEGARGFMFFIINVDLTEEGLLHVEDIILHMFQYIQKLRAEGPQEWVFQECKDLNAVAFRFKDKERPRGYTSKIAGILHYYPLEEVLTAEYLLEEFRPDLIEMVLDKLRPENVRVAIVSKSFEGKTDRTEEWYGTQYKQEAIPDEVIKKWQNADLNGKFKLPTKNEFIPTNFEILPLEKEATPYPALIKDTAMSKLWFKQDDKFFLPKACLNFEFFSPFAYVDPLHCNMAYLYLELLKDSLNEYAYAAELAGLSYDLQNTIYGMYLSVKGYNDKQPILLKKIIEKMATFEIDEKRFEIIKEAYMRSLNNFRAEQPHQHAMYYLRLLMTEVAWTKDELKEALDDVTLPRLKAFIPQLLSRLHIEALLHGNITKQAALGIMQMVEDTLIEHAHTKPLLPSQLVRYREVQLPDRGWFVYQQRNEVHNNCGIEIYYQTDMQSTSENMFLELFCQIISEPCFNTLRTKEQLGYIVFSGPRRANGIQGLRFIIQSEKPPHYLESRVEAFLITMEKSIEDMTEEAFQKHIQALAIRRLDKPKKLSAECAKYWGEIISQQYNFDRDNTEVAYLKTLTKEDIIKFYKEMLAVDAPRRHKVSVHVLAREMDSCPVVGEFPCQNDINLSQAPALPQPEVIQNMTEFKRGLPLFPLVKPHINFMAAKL
PfM18AAP inh: PfM18AAP enzyme inhibition | recombinant PfM18AAP, H-Glu-NHMec fluorogenic cleavage | inhibition, % at 7.35 µM | hit rate 1.2% among 290,000 | AID 1822;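 active = inhibition above the campaign mean inhibition over all tested compounds plus 3 SD, cut at about 28% in these data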;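 note: 0% = plate median of test compound wells and 100% = 2 mM ZnCl2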
pCIP destab: p/CIP protein destabilization; decrease of EGFP signal, % at 10 µM; AID 1984; hit rate 0.01% among 290,000; F442A p/CIP-EGFP cells, EGFP fluorescence, 16 h; Q05BA5;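 active = EGFP signal decrease of at least 30% at 10 µM or well 3 SD below plate mean, unless failing retest; inactive = the rest, including hits failing retest or dose response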; note: some compounds called inactive have numbers as strong as hits; many of its hits are not listed in these tables
IMP-1 inhibitor: blocks Pseudomonas aeruginosa IMP-1 metallo-beta-lactamase; hit rate 0.45% among 290,000; inhibition, % at 5.6 µM; purified IMP-1, nitrocefin hydrolysis, epi-absorbance fluorescence; AID 1556;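 active = inhibition above the mean plus 3 SD of all compounds in the same screening run, cut at about 4.5% in these data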;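 note: 0% = IMP-1 with DMSO and 100% = DMSO wells lacking enzyme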
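Material – recombinant IMP-1 enzyme, purified · Amount – IMP-1 0.2 nM before substrate addition · Medium – HEPES buffer pH 7.1 with ZnSO4 and Brij 35 · Timing – 25 °C, 15 min preincubation, 25 min reaction · Measured by – plate fluorescence quenching by hydrolysis product, ex 480/em 530 nm · Read-out – percent enzyme inhibition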
IDE inh: cellular human IDE inhibition; P14735; HEK cells, FAbetaB cleavage, fluorescence polarization; inhibition, % at 5.59 µM; hit rate 0.41% among 320,000; AID 434962;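 active = percent inhibition above the average of all tested compounds plus 3 SD, set per screening campaign, cut at about 16% in these data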;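 note: IDE supplied by intact live HEK cells; FP after avidin binding of uncleaved biotin substrate so inhibition keeps polarization high; 0% = DMSO wells and 100% = 60 µM reference IDE inhibitor Ii1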
* = called active by the depositor; · = no result given. Not a hit list. About 3.6% of those tested had a hit in this group.

No.	molecule	UBC9 SUMO inh	VIM-2 inhibitor	NS3 helicase inh	FID counter	IDE cell activ	PfM18AAP inh	pCIP destab	IMP-1 inhibitor	IDE inh
1	COc1cc(C(=O)Oc2ccccc2/C=N/NC(=O)c2ccc(C)c(Cl)c2)cc(OC)c1OC	-5	-0.1	7	2	2	-2	3	-1.5	-5
2	O=[N+]([O-])c1ccc(C2Nc3cccc4cccc(c34)N2)cc1	54	-1.6	18	-13	-7	3	2	-0.8	2
3	C=CCOc1ccc(/C=C2\SC(=S)N(C(C(=O)O)c3ccccc3)C2=O)cc1 (stereo unspecified)	41	1.1	2	-22	2	7	2	-1.6	·
4	c1ccc(N2CCN(Cc3nc4ccccc4[nH]3)CC2)nc1	9	-2.0	-4	-7	0	-1	5	-1.0	-4
5	COCCOC(=O)C1=C(C)NC2=C(C(=O)CC(C)(C)C2)C1c1cccnc1 (stereo unspecified)	13	-3.3	9	-4	3	-5	-6	-1.8	1
6	COc1ccc(NC(=O)c2ccc(COCC(F)(F)F)cc2)cc1OC	5	0.0	13	-11	-3	-8	-7	2.0	2
7	CC1=CC(C)C2(CO)COC(c3ccccc3O)C1C2C (stereo unspecified)	-10	-1.4	8	-16	-1	1	6	3.1	6
8	Cc1ccc(NCc2nnc3n2CCCCC3)c(C)c1	1	-1.8	-1	-4	-2	7	2	-0.8	6
9	COc1ccccc1Oc1ccc2c(c1)C(=O)N(c1ccccc1)C2=O	2	2.8	-5	0	2	0	-8	-1.1	4
10	CCN1CCN(CC(=O)Nc2cc(C)c(C)cc2[N+](=O)[O-])CC1	-3	2.1	8	8	-6	-4	-1	-1.2	-3
11	Cc1noc(C)c1C(=O)OCC(=O)c1ccc[nH]1	19	-2.5	1	0	2	-1	4	-0.5	-3
12	CC(C)Oc1ccc(CN=C(N)N=C(N)N)cc1Cl	-3	-2.5	-15	1	0	0	0	-1.1	5
13	Cc1ccc(CN2C(=O)N/C(=C/c3ccc(-c4ccc(C(=O)O)cc4)o3)C2=O)cc1	31	-2.7	17	-12	8	-9	-8	-2.8	5
14	Cc1nn(C)c(Cl)c1CN1CCN(CCC(C)C)C(CCO)C1 (stereo unspecified)	23	0.7	4	-2	7	-17	2	-1.3	-5
15	Cc1ccc(CNC(=O)c2ccc(CS(=O)(=O)c3ccccc3C)o2)cc1	0	0.2	-7	-39	3	-3	1	-0.6	1
16	CCCC(=O)NNC(=O)CCC(=O)Nc1ccccc1Cl	7	-3.3	-2	5	7	-5	-18	-1.9	4
17	CCc1ccc(OCCCC(=O)NCc2ccccc2)cc1	-15	-2.8	3	-19	-1	2	-2	-4.2	0
18	CCCOc1c(Br)cc(/C=N/O)cc1OC	11	-1.9	1	-2	-3	6	-2	-6.2	10
19	CN1C(=O)c2ccccc2N(C)C1c1cccc(O)c1 (stereo unspecified)	22	-1.6	5	-2	5	-1	-15	-1.4	1
20	OCCCNC(=S)NC1CCCC1	0	-1.6	-3	0	1	-2	-11	-2.0	-1
21	COc1ccc(N2CCN(C(=O)CSc3nnc(-c4cc5ccccc5cc4O)n3C)CC2)cc1	5	-0.2	-6	-37	-1	19	-9	3.5	7
22	Cc1cc(=O)[nH]c2cc(O)ccc12	18	-2.7	-7	6	3	0	-12	-2.5	6
23	Cc1ccc(N2C(=O)CC(Sc3ncccc3C(=O)O)C2=O)cc1 (stereo unspecified)	12	0.3	0	-2	6	1	-9	-1.4	-3
24	C=CCOC(=O)C1=C(C)NC(=O)NC1c1cc2c(cc1Br)OCO2 (stereo unspecified)	-1	-1.6	-7	-14	3	0	-10	-2.3	4
25	CC1(C)CC(=O)C2=C(C1)N(Cc1ccco1)C(=O)C2(NC(=O)c1cccnc1)C(F)(F)F (stereo unspecified)	1	-0.1	2	-7	5	-3	-13	1.9	-1
26	CNC(=O)COC(=O)c1ccc(NC(=O)CC#N)cc1	14	-3.4	-1	-6	3	2	11	-5.7	3
27	CCOc1ccccc1NC(=O)/C(C#N)=C/c1cccnc1	3	-2.4	5	-20	-1	-2	1	-2.5	·
28	COc1ccc2c(c1)C(c1ccc(C)o1)=NNC(c1cccnc1)=N2	12	-1.1	3	-11	-1	-7	-49	-4.2	7
29	CC(=O)Nc1nc(C)c(Oc2ccc(Cl)cc2Cl)c(=O)[nH]1	19	-1.4	6	-4	3	-15	-7	-0.7	-1
30	Cc1cc(C)n(CCNC(=O)CC2C(=O)NCCN2Cc2ccccc2C(F)(F)F)n1 (stereo unspecified)	-2	0.8	13	-25	4	-8	-11	-1.3	-2

Reformatted: entries from further up.
28) COc1ccc2c(c1)C(c1ccc(C)o1)=NNC(c1cccnc1)=N2
23) Cc1ccc(N2C(=O)CC(Sc3ncccc3C(=O)O)C2=O)cc1 (stereo unspecified)
30) Cc1cc(C)n(CCNC(=O)CC2C(=O)NCCN2Cc2ccccc2C(F)(F)F)n1 (stereo unspecified)

assay / entry,28,23,30
UBC9 SUMO inh,12,12,-2
VIM-2 inhibitor,-1.1,0.3,0.8
NS3 helicase inh,3,0,13
FID counter,-11,-2,-25
IDE cell activ,-1,6,4
PfM18AAP inh,-7,1,-8
pCIP destab,-49,-9,-11
IMP-1 inhibitor,-4.2,-1.4,-1.3
IDE inh,7,-3,-2

Next structures
No.	molecule	UBC9 SUMO inh	VIM-2 inhibitor	NS3 helicase inh	FID counter	IDE cell activ	PfM18AAP inh	pCIP destab	IMP-1 inhibitor	IDE inh
31	Cc1ccc(-n2c(C)nnc2SCC(=O)N2CCOCC2)cc1	6	-0.4	-4	-11	1	-9	4	-1.8	-1
32	CN(C)S(=O)(=O)c1ccc(NC=O)cc1	8	-3.8	-7	-1	0	-23	0	-5.2	-4
33	O=C(CSCc1cccc(Cl)c1)N/N=C/c1ccc(OCC(=O)N2CCCCC2)cc1	15	-0.8	-13	-30	-4	0	-4	-1.7	2
34	COc1cc(C(=O)OCc2ccc(C)cc2)cc(NC(=O)c2cccs2)c1OC	-9	-0.2	-5	-6	-5	0	10	-3.7	1
35	Cc1ccnc(N2CCCC(C(=O)Nc3cccc(C)c3C)C2)n1 (stereo unspecified)	6	-1.5	-5	-23	-1	3	7	-0.8	0
36	CN(Cc1ccon1)Cc1cn(C)nc1-c1ccc2c(c1)OCCO2	2	0.9	-8	-4	-1	0	-5	0.4	-2
37	CC(C)C(=O)Nc1nnc(SCc2cccc(F)c2)s1	8	-2.2	2	-11	3	-7	-2	-1.8	5
38	CC(/C=C/c1ccco1)=N\NC(=O)c1cc(C)[nH]n1	12	-2.8	6	-9	-1	4	-6	-3.0	9
39	CCOC(=O)C1C(=O)OC2(CCCC2)C1C(=O)OCC (stereo unspecified)	11	-1.7	-5	-2	4	-4	5	-3.0	7
40	CCCCn1c(N)c(-c2nc3ccccc3s2)c2c([N+](=O)[O-])nn(CC)c(=O)c21	11	0.5	7	0	-4	3	1	1.4	-6
41	Cc1cc(C)cc(N/C(N)=N/c2nc(C)cc(C)n2)c1	2	-3.8	5	-1	6	-2	9	-2.1	11
42	COc1ccc(NC(=O)C23CC4CC(C2)CC(c2ccc(C)cc2)(C4)C3)cc1	-4	1.0	6	-5	2	-2	-6	1.3	2
43	FC(F)(F)c1cccc(Cc2noc(CN3CCCCC3c3ccccn3)n2)c1 (stereo unspecified)	-10	-4.5	-3	-16	0	3	-10	-2.8	-7
44	O=C(O)c1nn(CC(=O)N2CCN(c3ncc(C(F)(F)F)cc3Cl)CC2)c(=O)c2ccccc12	-6	-0.8	2	-27	4	0	-12	-2.5	13
45	CCNC(=S)N(CCc1c(C)[nH]c2ccc(C)cc12)Cc1cccnc1	3	-0.9	-23	-18	5	-11	-8	-2.0	1
46	COC(=O)c1c(C)nsc1NC(=O)Oc1ccccc1	0	-1.5	-3	6	3	0	1	-4.0	-1
47	Cc1ccc2[nH]c(-c3ccccc3)c(CN3CCOCC3)c(=O)c2c1	4	-1.6	10	0	7	-6	-4	-1.1	2
48	COc1ccc(NC(=O)CCc2nc(-c3ccc(C)cc3)no2)cc1Cl	-12	-9.0	1	-6	-3	6	3	0.4	3
49	Cn1c(N)c(C(=O)COC(=O)C2(c3cccc(F)c3)CCCC2)c(=O)n(C)c1=O	2	-0.4	-1	-10	-3	-3	-5	-0.2	5
50	CCOC(=O)/C(C#N)=C1/C=CN(C)C(C)=N1	4	0.3	-9	-1	-4	-5	0	-0.2	4
51	Cc1ccc2nc(SCc3nc4ccccc4c(=O)[nH]3)[nH]c2c1	5	-3.2	-4	1	2	-3	-6	-3.5	1
52	CCCCn1c(SCC(=O)NC2CC2)nc2ccccc2c1=O	7	-2.5	14	-19	1	-9	-12	-1.4	1
53	COc1ccc2[nH]c3nc(SCc4nnc(-c5ccc(C)cc5)o4)nnc3c2c1	39	-2.9	2	0	-3	-1	-2	-0.7	-7
54	COc1cccc(C(=O)N(C)CC(=O)Nc2ccc(F)c(F)c2F)c1	8	-0.6	-3	-12	4	-2	-9	-4.0	·
55	O=C(COc1ccc2ccc(=O)oc2c1)OCc1ccccc1	0	-2.1	-1	-13	-2	-5	-4	-3.0	6
56	Cc1nn(-c2ccc(F)cc2)c(Cl)c1/C=C/C(=O)N1CCNC(=O)C1	29	-1.2	2	-17	5	-2	-3	-4.8	5
57	Cc1ccc(-c2noc(CSc3nnc(-c4cccs4)n3C)n2)cc1	9	-2.4	-6	-12	-23	1	-9	-1.9	15
58	Cc1cc(C)cc(-n2ncc3c2CCCC3NC(=O)CN2CCCC2=O)c1 (stereo unspecified)	2	1.9	-2	-24	4	-8	-15	0.4	-2
59	COc1cccc(CNC(=O)C2=Cc3cccc(OC)c3OC2)c1	8	1.4	-6	-18	2	1	3	-0.7	0
60	Cc1csc(NC(=S)NC(=O)c2ccccc2)n1	-9	3.7	-2	-12	4	14	4	-2.5	-4
61	CCCCCOCC(O)CCC(=O)NN (stereo unspecified)	11	-2.1	-8	-14	8	3	-6	-3.9	4
62	CCOC(=O)C1CCN(C(=O)c2cccnc2Oc2ccccc2)CC1	2	-2.3	0	-12	-1	-12	-18	-2.2	-3
63	Cc1ccc(C(=O)NC2CCN(S(=O)(=O)c3ccc(F)cc3)CC2)cc1	1	-0.6	15	-9	3	-5	-1	-3.3	0
64	Cc1ccc(/C=N/N(C)S(=O)(=O)c2ccc(C)cc2)cc1	-7	-2.2	3	-23	0	8	-10	0.0	1
65	Cc1ccc(N2C(=O)N(C(C)C)C(C)(C)CC2(C)O)cc1 (stereo unspecified)	-10	-1.1	7	-17	8	-4	11	-1.1	4
66	Cc1ccc(OCc2nnc(SCc3cc(=O)[nH]c4ccccc34)o2)cc1	14	-1.9	-2	-12	0	-3	-13	1.3	2
67	CCc1nnc(NC(=O)CSc2nnc(-c3cc4ccccc4cc3O)n2CC)s1	18	0.3	-2	-34	2	1	2	-2.4	4
68	Cc1nc(NC(=O)/C=C/c2ccco2)sc1C	14	-4.4	9	0	7	4	4	-3.4	-5
69	CCOC(=O)c1cc(-c2ccccc2)n[nH]1	6	-2.3	-2	-3	4	2	-4	-2.6	4
70	Brc1ccccc1/C=N/Nc1nc2ccccc2o1	13	-2.7	3	-5	4	0	-7	-2.3	-3
